TbREL1 primary – TbREL1 RNA ligase inhibitors, primary screen, biochemical, FRET fluorescence | RNA-editing ligase 1, mitochondrial (Trypanosoma brucei brucei), P86926 | TbREL1 RNA ligation | inhibition, % at 9.66 µM | 0.49% of 89,000 active;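 active = inhibition above the mean inhibition across all screened compounds plus 3 SD, cut at about 11% in these data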;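 note: 0% = plate median of test wells and 100% = NSC42067 control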
Target sequence (P86926 whole entry, looked up): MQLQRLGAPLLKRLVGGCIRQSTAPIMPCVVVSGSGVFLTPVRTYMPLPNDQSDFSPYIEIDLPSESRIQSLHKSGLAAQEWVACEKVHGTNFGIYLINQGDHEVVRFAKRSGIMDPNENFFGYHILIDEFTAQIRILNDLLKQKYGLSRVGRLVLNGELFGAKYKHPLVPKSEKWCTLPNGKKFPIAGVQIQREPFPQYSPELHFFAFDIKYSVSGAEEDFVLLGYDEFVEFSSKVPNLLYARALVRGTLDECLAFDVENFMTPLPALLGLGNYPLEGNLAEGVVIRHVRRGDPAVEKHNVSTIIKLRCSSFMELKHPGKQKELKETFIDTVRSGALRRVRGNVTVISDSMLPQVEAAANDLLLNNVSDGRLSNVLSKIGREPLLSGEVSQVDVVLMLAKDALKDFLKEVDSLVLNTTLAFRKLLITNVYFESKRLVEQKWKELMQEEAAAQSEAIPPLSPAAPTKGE
* hit, by the source's call. Not all compounds are listed (hit frequency here may not be typical).

structure | TbREL1 primary
CCOC(=O)c1cccc(NC(=O)C2CCCN2S(=O)(=O)c2cccc3cccnc23)c1 (stereo unspecified) | -1
c1csc(-c2nnc(SCc3nc4ccccc4[nH]3)o2)c1 | 0
CC(C)(C)c1ccc(S(=O)(=O)NCC(=O)Nc2sc3c(c2C(N)=O)CCCC3)cc1 | 1
COc1ccc(NC(=O)CSc2nnc(-c3n[nH]c4c3CCC4)n2N)cc1 | 0
N#Cc1c(N)n(CCOC(=O)c2cccc([N+](=O)[O-])c2)c2nc3ccccc3nc12 | 9
Cc1ccc(NC(=O)CSCC(=O)Nc2ccc(S(=O)(=O)N3CCOCC3)cc2)cc1 | 3
Fc1ccccc1-c1cc2ccccc2cn1 | 2
O=C(CCSCc1ccccc1F)NCCc1ccccc1 | 1
COC(=O)N/N=C/c1cc(Cl)cc(Cl)c1OCc1ccccc1 | 4
CCN(CC(=O)NCc1cccs1)C(=O)C1CC(=O)N(c2ccc(OC)cc2OC)C1 (stereo unspecified) | 0
O=c1cc(S(=O)(=O)Cc2ccccc2)[nH]c(=O)[nH]1 | -2
Cn1c(CCC(N)=O)nnc1SCC(=O)Nc1ccccc1C(=O)NC1CC1 | -2
CCN1CCS/C1=C\C=C\C1=[N+](CC)CCS1 | -5
Cc1ccccc1NC(=O)C1CCCN(S(=O)(=O)c2cccc3cccnc23)C1 (stereo unspecified) | -1
CCN1CCc2c(sc(NC(=O)c3ccc(C(=O)c4ccccc4)cc3)c2C(N)=O)C1 | 3
COc1ccccc1-n1c(-c2cccnc2)n[nH]c1=S | -5
Cc1nn(-c2ccccc2)c(C)c1NS(=O)(=O)c1ccccc1 | -1
O=C(NN=Cc1cc(=O)[nH]c(=O)[nH]1)c1ccncc1 | 5
CCN(C[C@H]1N[C@@](CC)(C(=O)OC)[C@H]2C(=O)N(Cc3ccccc3)C(=O)[C@@H]12)C(=O)COC | 3
O=C(NC1=NCCS1)C1CCN(S(=O)(=O)c2ccc(Cl)cc2)CC1 | 1
COCCCn1c(SCC(=O)Nc2ccc(C(=O)OC)cc2)nc2ccccc2c1=O | 0
COC(=O)c1c(NC(=O)C2CCC2)sc(C(=O)N(C)C)c1C | 4
COc1ccccc1Cn1cccc1C=O | 4
C=CCNC(=O)NC(=O)COC(=O)C(C)Oc1ccc(Cl)cc1Cl (stereo unspecified) | 1
CN1C(=O)NC(c2ccc(O)cc2)C2=C1CN(c1cccc3ccccc13)C2=O (stereo unspecified) | -2
N#Cc1ccccc1OCC(=O)NC(N)=O | 6
COC(=O)C1=C(C)NC(=O)CC1c1cccc(Cl)c1Cl (stereo unspecified) | 0
COC(=O)c1cc(NC(=S)NC(=O)c2ccccc2)ccc1N1CCOCC1 | -1
COc1ccc(C2=NN(C(=O)CSc3nc(=O)n4cc(C)ccc4n3)C(c3ccc(C)cc3)C2)cc1 (stereo unspecified) | 5
Cc1cccc(-c2nnc(SCc3ccc(C#N)cc3)n2Cc2ccco2)c1 | -2
CCC(C)NC(=O)c1cn(CC)c2ccc(S(=O)(=O)N(C)C)cc2c1=O (stereo unspecified) | 0
COc1ccc(S(=O)(=O)NC2CCCC2)c(Cl)c1Cl | -1
COc1ccc(NC(=O)c2ccc(CN(c3cc(Cl)ccc3C)S(=O)(=O)c3ccccc3)cc2)cc1OC | 0
Cc1ccc(NC(=O)C2CC3CCC2C3)c(C)c1 (stereo unspecified) | 6
N#C/C(=N\O)c1nc2ccccc2[nH]1 | 2
Cc1ccc(-n2c(SCC(=O)NCc3ccco3)nc3sc(C)c(C)c3c2=O)cc1 | -5
Cc1ccc2c(c1)-c1cc(C)nn1C(c1sccc1C)N2 (stereo unspecified) | 4
CCCC(=O)N1CCN(C2=NS(=O)(=O)c3ccccc32)CC1 | 1
Cc1ccc(Cl)cc1NC(=O)c1cc(NC(=O)C2CCCCC2C(=O)O)ccc1N1CCOCC1 (stereo unspecified) | -8
Cc1cc(C)cc(Oc2coc3cc(OC(=O)c4cccnc4)ccc3c2=O)c1 | 1
Cc1ccc2c(c1)[C@H]1[C@H](CO2)[C@H](c2ccccc2)[C@]2(C)C(=O)Nc3ccc(Br)cc3C(=O)N12 | 2
Cc1ccc(S(=O)(=O)N2CCCCC2)cc1NC(=O)COC(=O)c1cccn1C | 0
C/C(Cn1nnc2ccccc21)=N\OC(=O)c1ccccc1C | 5
O=C1CCC[C@H]2C[C@H](NCc3cccs3)CC[C@]23CCCN13 | -3
COC(=O)CN1CCN(C(=O)c2nocc2C)CC1 | -1
O=C(NC(=S)Nc1ccc(S(=O)(=O)NC2CCCCC2)cc1)c1cccs1 | -4
O=C(NCc1ccco1)c1cnccn1 | 1
Cn1cccc1Cc1nnc(SCC(=O)N2CCCCCC2)n1CCc1ccccc1 | -7
CC[C@@]1(C(=O)OC)N[C@H](CN(C)C(=O)c2ccccc2)[C@@H]2C(=O)N(Cc3ccccc3)C(=O)[C@@H]21 | 2
COc1ccc(Cl)cc1NC(=O)CCN1C(=O)NC(C)(C)C1=O | 1
O=c1cc(-c2ccc(C(F)(F)F)cc2)oc2ccccc12 | 3
CC(=O)C1=C(C)NC2=C(C(=O)c3ccccc32)C1c1ccccc1 (stereo unspecified) | -5
CCCCCSc1nnc2c(n1)OC(c1cccn1C)N(C(C)=O)c1ccccc1-2 (stereo unspecified) | -2
COc1ccc(/C=C(/C(=O)Nc2ccccc2C(=O)NC(C)C)c2ccccc2)cc1 | 2
CC(=O)Nc1ccc(S(=O)(=O)NCC(=O)OCC(=O)N2CCc3ccccc32)cc1 | -4
O=C(COc1ccc(S(=O)(=O)N2CCCC2)cc1Cl)NCc1ccc2c(c1)OCO2 | -2
O=C(COC(=O)c1ccc2c(c1)OCCO2)NCc1ccc(Cl)cc1 | -4
O=C(O)c1ccnc(C(=O)O)c1 | 13*
Nc1c(Cl)cc(-c2[nH]c3cc(C(=O)NCCO)ccc3c(=O)c2O)cc1Cl | 1
Cc1cccc(NC(=O)C2NC(=O)CC2c2ccccc2)c1C (stereo unspecified) | 4

The list goes on.
structure | TbREL1 primary
COc1cc(NC(=O)c2ccc3c(c2)OCCO3)ccc1NC(=O)c1ccco1 | 2
O=C(Nc1ccc([N+](=O)[O-])cc1)N1CCCCC1 | -3
COC(C[C@H](O)[C@H](C)[C@H](O)COCc1ccccc1)OC | -3
Cc1ccc(S(=O)(=O)N2CCOCC2)cc1NC(=O)CSc1nnc(C2CC2)n1C1CC1 | 4
COC(=O)c1ccc(/C=N/N2CCN(Cc3ccc(Cl)cc3)CC2)cc1 | -6
O=C(NS(=O)(=O)c1ccc(Cl)cc1)c1ccccc1 | 3
CCn1cc(Br)c(C(=O)NC(C)c2ccccc2)n1 (stereo unspecified) | 0
CC(=O)c1cccc(-c2ccc3c(=O)[nH]c(Nc4ccccc4)cc3c2)c1 | 9
CCN(C)c1nc(C)nc2c1nnn2Cc1ccccc1 | 3
O=C(CSc1nnc(-c2cccnc2)n1-c1ccc(Cl)cc1)Nc1cccc2ccccc12 | 0
O=C(CNC(=O)c1ccc(Br)o1)NNC(=O)COc1ccccc1Cl | -1
CCCCNC(=O)C[C@H]1C[C@@]2(C(=O)OC)C(=C[C@H](C(C)C)O[C@@H]2C2CC2)N(Cc2cccc3ccccc23)C1=O | -2
COc1ccc(C2C(C(=O)c3ccc(C)o3)=C(O)C(=O)N2Cc2ccco2)cc1OC (stereo unspecified) | -4
c1ccc(Oc2nc3ccccc3n3cccc23)cc1 | -1
CCOC(=O)NC(NS(=O)(=O)c1ccccc1)(C(=O)OCC)C(F)(F)F (stereo unspecified) | -1
CC1CN(C(=O)CSc2nnc(-c3ccccc3)o2)CC(C)O1 (stereo unspecified) | 2
CC[N+]1(CC)CC2=Cc3ccccc3CC2C1 (stereo unspecified) | -1
COc1ccc(C2=NN(C(=O)CSc3nnc(-c4ccccc4F)o3)C(c3ccco3)C2)cc1 (stereo unspecified) | -2
CCC(c1nnnn1-c1ccc2c(c1)OCCO2)N1CCN(c2ccccc2)CC1 (stereo unspecified) | -2
Oc1ccc[n+](/C=C\c2ccccc2)c1 | 3
CCCCNC(=S)Nc1ccc(Oc2ccccc2)cc1 | -2
CC(C)(C)NC(=S)Nc1cccc(C(F)(F)F)c1 | -2
O=C(c1nn2c(C(F)(F)F)cc(-c3cccs3)nc2c1Cl)N1CCCc2ccccc21 | 0
CCOc1cc(CCNC(=O)c2cc(-c3ccccc3)c(N3CCOCC3)s2)ccc1OC | 8

Some of the entries above in another layout.
> C=CCNC(=O)NC(=O)COC(=O)C(C)Oc1ccc(Cl)cc1Cl (stereo unspecified)
  TbREL1 primary: 1

> CC(=O)C1=C(C)NC2=C(C(=O)c3ccccc32)C1c1ccccc1 (stereo unspecified)
  TbREL1 primary: -5

> c1csc(-c2nnc(SCc3nc4ccccc4[nH]3)o2)c1
  TbREL1 primary: 0

> CC(=O)c1cccc(-c2ccc3c(=O)[nH]c(Nc4ccccc4)cc3c2)c1
  TbREL1 primary: 9

Next part.
structure | TbREL1 primary
Cc1ccc(C(=O)NC(=S)Nn2cnnc2)cc1 | 0
CCOC(=O)Cc1nnc(NC(=O)c2ccco2)s1 | -1
CCOC(=O)[C@H]1[C@H]2COc3ccc(Cl)cc3[C@@H]2N2C(=O)[C@@H](C)NC(=O)[C@@]12C | 7
COc1ccc(CCNC(=S)Nc2cccc(C)c2C)cc1 | -5
CN(C)CCCN1C(=O)CSC1c1ccccc1 (stereo unspecified) | 2
NS(=O)(=O)c1cccc(NS(=O)(=O)c2ccc(/C=C/C(=O)O)cc2)c1 | 0
CCOC(=O)C1Cn2c(nc3c(c2=O)C(C)(C)Cc2ccccc2-3)S1 (stereo unspecified) | 1
CC(C(=O)N1CCc2ccccc21)N1CCN(c2cccc(C(F)(F)F)c2)CC1 (stereo unspecified) | 1
O=C(c1ccc2ccccc2c1)N1CCN(c2ccc(O)cc2)CC1 | 2
O=C1[C@H]2CCC=C[C@H]2[C@H](c2ccccc2Br)N1Cc1ccccc1 | -2
CCOC(=O)C(CC)n1cnc2c(nnn2-c2ccc(OC)cc2)c1=O (stereo unspecified) | -2
Cc1ccsc1C(=O)Nc1ccc2c(c1)OCCO2 | 1
Cc1ccc(C(=O)c2sc3nc4c(cc3c2N)CCC4)cc1 | 0
Cn1c(N)c(C(=O)COC(=O)Cc2c(F)cccc2Cl)c(=O)n(C)c1=O | 0
CCCC(=O)Nc1cc(-c2nn(C)c(=O)c3ccccc23)ccc1N1CCCCC1 | 0
CC(=O)Nc1ccc(NC(=O)C2CCN(C(=O)NC3CCCCC3)CC2)cc1 | 3
COc1nc(Nc2cccc(C)c2)nc(N2CCCCC2)n1 | 0
COc1ccc(C2(NC(C)=O)CCN(C(=O)c3cccs3)CC2)cc1 | 1
O=C(c1ccco1)N1CCN(CC(=O)N(C2CCCCC2)C2CCS(=O)(=O)C2)CC1 (stereo unspecified) | -1
Cc1cnn(-c2cc(Oc3ccccc3)ncn2)c1 | 1
Cc1ccc(OCCCC(=O)NC(C)c2ccccc2)cc1 (stereo unspecified) | 1
O=C(CCc1nc2ccccc2s1)N1CCN(c2ccccc2)CC1 | -3
O=C(c1cccc(S(=O)(=O)N2CCOCC2)c1)N(CCc1ccccc1)Cc1ccccc1 | -1
O=C(Nc1ccc(F)cc1F)C1CCN(c2ncccn2)CC1 | 0

Three entries already listed, sorted by molecular weight, descending.
structure | TbREL1 primary
O=C(c1ccco1)N1CCN(CC(=O)N(C2CCCCC2)C2CCS(=O)(=O)C2)CC1 (stereo unspecified) | -1
COc1ccc(C2(NC(C)=O)CCN(C(=O)c3cccs3)CC2)cc1 | 1
Cc1ccc(C(=O)c2sc3nc4c(cc3c2N)CCC4)cc1 | 0

(further entries)
structure | TbREL1 primary
CCCCN(CC(=O)NC(C)(C)C)C(=O)C(=O)Nc1ccc2c(c1)OCCO2 | 0
Cc1ccc(C)c(NC(=O)C2C3CCCC2C3c2ccccc2)c1 (stereo unspecified) | 0
CC(C)NC(=O)CSc1nnc(CNC(=O)OC(C)(C)C)n1C | 2
O=C(COC(=O)c1ccc(O)cc1O)Nc1nnc(-c2ccccc2)o1 | 7
O=C(N/N=C/c1ccco1)c1csc2c1CCCC2 | 4
CCOc1ccccc1NC(=O)COC(=O)C(Cc1ccccc1)NC(=O)c1ccco1 (stereo unspecified) | 0
O=[N+]([O-])c1nn(-c2ccc3c(c2)OCCO3)n(O)c1=NC1CCCCCC1 | 0
CC(C)CNC(=O)OCc1cn(Cc2cccc(F)c2F)nn1 | 1
O=C(CN1C(=O)NC2(CCCCC2)C1=O)N1CCN(S(=O)(=O)c2cccc([N+](=O)[O-])c2)CC1 | 3
COc1ccc(NS(=O)(=O)c2cc(NC(=O)CCNC(C)=O)ccc2N2CCOCC2)cc1 | 5
C#CCNC(=O)C[C@H]1C(=O)N(CCCOC)C2=CCCCC[C@]21C(=O)OC | -1
CCNC(=O)n1nccc1C(C)Oc1cccc(C(F)(F)F)c1 (stereo unspecified) | 1
Cc1nc2c(C(=O)N3CCCC3)cnn2c(C)c1Cc1c(F)cccc1Cl | 7
Cc1csc(NC(=O)C(NC(=O)c2ccccc2F)C(C)C)n1 (stereo unspecified) | 3
CC1CCCN(S(=O)(=O)CCNC(=O)c2ccccc2)C1 (stereo unspecified) | 1
CCc1nnc(NC(=O)c2ccc(S(=O)(=O)N3CCCCC3)cc2)s1 | -1
Cc1ccc(Sc2ncnc3onc(C)c23)c(C)c1 | -3
O=C(CN1C(=O)S/C(=C/c2cccn2-c2ccc(O)cc2)C1=O)N1CCCC1 | -2
